TbMetRS inhib: T. brucei MetRS inhibitors, primary screen, biochemical, luminescence | purified T. brucei MetRS, ATP depletion, Kinase-Glo luminescence | inhibition, % at 11.9 µM | methionyl-tRNA synthetase (Trypanosoma brucei brucei) | hit rate 0.4% among 360,000;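 active means inhibition above a per-plate cutoff of the control wells' mean inhibition plus 3 SD, cut at about 5.5% in these data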;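 further: 0% = DMSO wells median and 100% = median of wells with control inhibitor compound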
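Test system: purified T. brucei MetRS enzyme. Also added: ATP, methionine and E. coli bulk tRNA substrates. Compound: 11.9 µM single point. Schedule: 15 min enzyme-compound preincubation, 2 h reaction, 10 min detection, 25 °C. Signal: luciferase luminescence of residual ATP, Kinase-Glo. Evaluation: percent inhibition versus plate control medians. Controls: DMSO wells, low control.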
Neddylation inh: inhibitors of cullin neddylation, primary screen, biochemical, TR-FRET, uHTS, NAE and Ubc12 | NEDD8-conjugating enzyme Ubc12 (Homo sapiens) + NEDD8-activating enzyme E1 regulatory … | calls only at 25 µM | hit rate 0.58% among 360,000 | AID 651699, 2012; in the data active means inhibition above about 36%
Target sequence (P61081 whole entry, looked up): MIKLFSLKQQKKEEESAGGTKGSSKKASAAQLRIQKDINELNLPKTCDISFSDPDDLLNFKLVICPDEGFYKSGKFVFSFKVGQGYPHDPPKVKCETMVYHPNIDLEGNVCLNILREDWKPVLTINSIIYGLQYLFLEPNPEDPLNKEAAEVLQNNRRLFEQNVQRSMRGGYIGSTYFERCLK
Target sequence (Q13564 whole entry, looked up): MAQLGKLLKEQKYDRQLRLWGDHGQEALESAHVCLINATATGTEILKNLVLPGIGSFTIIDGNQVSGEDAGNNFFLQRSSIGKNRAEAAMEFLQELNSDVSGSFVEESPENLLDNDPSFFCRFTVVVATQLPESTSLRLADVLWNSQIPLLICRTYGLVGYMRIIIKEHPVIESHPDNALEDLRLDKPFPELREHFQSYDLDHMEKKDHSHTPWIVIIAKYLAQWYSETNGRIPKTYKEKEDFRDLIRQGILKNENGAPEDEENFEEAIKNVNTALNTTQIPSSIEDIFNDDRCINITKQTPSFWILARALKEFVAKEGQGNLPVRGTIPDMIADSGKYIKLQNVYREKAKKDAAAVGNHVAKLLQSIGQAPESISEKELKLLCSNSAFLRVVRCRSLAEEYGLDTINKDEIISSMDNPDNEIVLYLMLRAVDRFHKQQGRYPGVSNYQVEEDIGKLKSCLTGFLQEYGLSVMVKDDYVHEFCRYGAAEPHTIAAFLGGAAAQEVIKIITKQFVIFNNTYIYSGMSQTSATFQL
MLLE-PAM2 inh: inhibitors of PABP1 MLLE–PAM2 peptide binding, primary screen, biochemical, fluorescence polarization, FITC-PAM2, GST-MLLE; inhibition, % at 20 µM; hit rate 0.36% among 360,000; AID 588489, 2011; in the data active means inhibition above about 35%, passing the limit was not always enough;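 further: plate controls were DMSO wells with GST-MLLE for no effect and wells lacking GST-MLLE protein for full effect; some results filed as inactive read as strong as hits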
Rin1-Abl PPI inh: inhibitors of Rin1-Abl protein binding, primary screen, biochemical, TR-FRET. inhibition, % at 7.35 µM. Tyrosine-protein kinase ABL1 (Homo sapiens) + Ras and Rab interactor 1 (Homo sapiens), …. hit rate 0.4% among 360,000; in the data active means inhibition above about 5%, passing the limit was not always enough
FAS-TE inh: FAS thioesterase domain inhibitors, primary screen, biochemical, fluorescence intensity, uHTS. Fatty acid synthase (Homo sapiens), P49327. recombinant FAS-TE, OMFH fluorogenic substrate, fluorescence endpoint. inhibition, % at 15 µM. hit rate 0.67% among 360,000. AID 602261, 2012;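 active means compounds whose normalised, plate-corrected inhibition of enzyme fluorescence in the single-dose primary screen is 50% or more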;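 further: 0% = DMSO with enzyme and 100% = substrate without enzyme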
CSN inh: inhibitors of CSN-mediated cullin deneddylation, primary screen, biochemical, fluorescence polarization, uHTS; COP9 signalosome complex subunit 5 (Homo sapiens), Q92905; Purified CSN, SCF-Nedd8-OG deneddylation; inhibition, % at 12.5 µM; hit rate 0.38% among 360,000; AID 651999, 2013;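 active means pattern-corrected inhibition above about 35%, with an unprinted fluorescence ratio check between 0.5 and 1.5, limit read from the data, passing the limit was not always enough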;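 further: 0% = enzyme with substrate and 100% = substrate without enzyme; some results filed as inactive read as strong as hits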
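Test system: purified human Csn5 enzyme expressed in HEK293T cells. Amount: 0.24 nM enzyme. Reagent: SCFSkp2-Nedd8OG substrate at 10 nM final. Schedule: 90 min incubation of compound, enzyme and substrate at room temperature. Detection: fluorescence polarization. Read-out: % inhibition of substrate cleavage by Csn5.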
bovine MsrA act: bovine MsrA enzyme activators, primary screen, biochemical, absorbance, HTS; hit rate 0.3% among 360,000; Methionine sulfoxide reductase A (Bos taurus); activation, % at 10.6 µM; purified bovine MsrA, absorbance read-out; in the data active means activation above about 7.5%;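 further: 0% = vehicle and 100% = reference activator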
eLon inh: inhibitors of E. coli Lon protease, primary screen, biochemical, fluorescence polarization; purified E. coli Lon protease; inhibition, % at 7.94 µM; hit rate 0.42% among 360,000; in the data active means inhibition above about 13%, passing the limit was not always enough;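 further: 0% = enzyme with probe and DMSO and 100% = no enzyme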
MsrA inhibitor: bovine MsrA enzyme inhibitors, primary screen, biochemical, absorbance, HTS; Methionine sulfoxide reductase A (Bos taurus); purified bovine MsrA, absorbance read-out; inhibition, % at 15.5 µM; hit rate 0.75% among 360,000; in the data active means inhibition above about 4.5%;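 further: 0% = vehicle wells with enzyme and 100% = reference inhibitor wells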
An asterisk follows results filed as active; i = inactive; · = not tested or not shown.

#1 COc1ccc(-n2nnnc2/C=C/Nc2cc(C(F)(F)F)ccc2OC)cc1
#2 COC(=O)[C@]12CCCCC=C1N(Cc1ccc3c(c1)OCO3)C(=O)[C@H](CC(=O)N1CCN(C(=O)c3ccco3)CC1)C2
#3 Cn1cc(/C=C/C(=O)N2CCCC(C(=O)c3cccc(C(F)(F)F)c3)C2)cn1 (stereo not drawn)
#4 CCCN(CC(=O)Nc1ccc(F)c(F)c1F)C(=O)c1ccc2c(=O)n3c(nc2c1)CCC3
#5 COc1ccc(/C=C/C(=O)OCC(=O)Nc2ccc(C)cc2)cc1S(=O)(=O)N1CCOCC1
#6 Cn1cc(CC(=O)N2CCN(c3ccccc3F)CC2)c2ccccc21
#7 O=C(Nc1cccc(Cl)c1N1CCOCC1)c1cccnc1
#8 CCOc1ccc(NC(=O)CN(C)C(=O)c2cccnc2Sc2ccc(C)cc2C)cc1OCC
assay / entry,1,2,3,4,5,6,7,8
bovine MsrA act,-1,·,3,-7,-2,1,-2,-3
FAS-TE inh,34,·,-4,-1,0,1,-2,0
TbMetRS inhib,-0.3,-0.3,0.3,-0.5,0.0,-0.5,-0.8,-0.2
eLon inh,1,·,-6,-3,-7,-4,2,-3
MsrA inhibitor,-0.3,-0.3,0.6,-0.1,-0.9,0.1,-0.9,-0.5
CSN inh,0,3,-5,4,5,-1,-1,-1
Neddylation inh,i,i,i,i,i,i,i,i
MLLE-PAM2 inh,-3,·,-3,-13,-40,3,-9,12
Rin1-Abl PPI inh,-2,·,1,0,-4,-1,7,6

#9 O=C(NCCOc1ccccc1)C1CCC(=O)N(Cc2ccc(Cl)cc2)C1 (stereo not drawn)
#10 COc1cc(CNn2c(C)n[nH]c2=S)cc(Cl)c1OCc1ccc(F)cc1
#11 O=C(Nc1ccccc1Cl)c1cc(C2CCCCN2C(=O)c2cccs2)on1 (stereo not drawn)
#12 COc1ccc(-c2ccc(OC)c([C@H]3[C@H]4C=CC[C@@H](C)[C@@H]4C(=O)N3Cc3ccccc3)c2)cc1C
#13 CCCCCCNC(=O)CC(NS(=O)(=O)c1ccc(OC)cc1)C(C)C (stereo not drawn)
#14 CC(CCc1ccccc1)NC(=O)c1ccc(F)cc1 (stereo not drawn)
#15 CN1CCc2c(sc3nc(SCC(=O)N4CCCCC4)n(-c4ccccc4)c(=O)c23)C1
#16 CC(C)(C)C1CCN2CCCC(c3ccccc3)(C1)C2=O (stereo not drawn)
assay / entry,9,10,11,12,13,14,15,16
bovine MsrA act,-5,1,0,3,-5,-2,-3,-4
FAS-TE inh,1,3,18,33,0,1,-9,-2
TbMetRS inhib,0.1,0.2,-0.3,-0.2,-0.3,-0.5,0.3,-1.0
eLon inh,-5,14,1,-5,8,-10,-17,-4
MsrA inhibitor,-0.7,-0.1,-1.5,-0.1,0.2,0.2,1.8,0.8
CSN inh,4,1,4,-6,4,1,-5,2
Neddylation inh,i,i,i,i,i,i,i,i
MLLE-PAM2 inh,4,-45,15,-5,0,-5,27,·
Rin1-Abl PPI inh,2,0,-4,4,-2,3,-4,·

#17 COCc1nnc(NC(=O)C2CC(=O)N(C3CCCCC3)C2)s1 (stereo not drawn)
#18 Cc1ccc(NC(=O)CN2C(=O)S/C(=C/c3ccc(O)c([N+](=O)[O-])c3)C2=O)cc1C
#19 O=C(Nc1nnc(Cc2ccccc2)s1)c1cccnc1
#20 O=C(N/N=C/c1ccc(N2CCOCC2)o1)c1cccc([N+](=O)[O-])c1
#21 CCOC(=O)C/C(C)=N\Nc1ccc([N+](=O)[O-])cc1[N+](=O)[O-]
#22 CCN=C1SC(CC(=O)Nc2ccc(C)cc2)C(=O)N1CC (stereo not drawn)
#23 CCOC(=O)CSc1nc2ccccc2c(=O)n1-c1ccc(C(=O)NCCOC)cc1
#24 CC(=O)c1ccc(N2CCN(C(=O)COc3ccccc3F)CC2)c(F)c1
assay / entry,17,18,19,20,21,22,23,24
bovine MsrA act,-1,-3,-3,-11,-5,-2,-1,4
FAS-TE inh,-4,7,-1,-2,21,-1,-4,-8
TbMetRS inhib,0.0,0.4,-0.2,-0.7,0.2,0.0,-1.1,-0.3
eLon inh,-3,0,-1,8,13,-8,2,3
MsrA inhibitor,-1.3,2.2,2.3,0.8,13*,-0.2,-0.8,0.9
CSN inh,2,2,-8,-4,-2,3,-4,1
Neddylation inh,i,i,i,i,i,i,i,i
MLLE-PAM2 inh,11,-2,2,13,-10,4,2,-6
Rin1-Abl PPI inh,2,-2,0,0,-1,1,-2,0

#25 O=C(Nc1ccc(F)cc1F)Nc1csc2ccccc12
#26 CC(C)N(C(C)C)S(=O)(=O)c1ccc(NC(=O)c2cnccn2)cc1
#27 COCCNC(=O)C(c1ccc(F)cc1)N(Cc1ccccc1)C(=O)CCC(=O)Nc1nccs1 (stereo not drawn)
#28 COc1cccc(NC(=O)CN(C)C(=O)c2ccc3c(c2)S(=O)(=O)N=C2CCCCCN23)c1
#29 CCOC(=O)c1cc(Cl)c2c(ccc3ccccc32)n1
#30 CCN(CC)C(=O)c1[nH]cnc1C(=O)N[C@@H](C)C(=O)OCc1ccccc1
#31 Cc1ccc(/C=N/Nc2nnc(Cc3ccccc3)c(=O)[nH]2)o1
#32 COc1ccc(CN2CCN(C(=O)c3cccc4ccccc34)CC2)c(OC)c1OC
assay / entry,25,26,27,28,29,30,31,32
bovine MsrA act,-2,-2,-2,-1,-2,-2,-1,2
FAS-TE inh,24,2,-3,-2,-5,-9,-4,2
TbMetRS inhib,0.2,0.4,-0.3,-0.1,-0.1,-0.4,-0.5,-1.1
eLon inh,-4,-5,-5,1,6,0,2,-7
MsrA inhibitor,0.0,-0.7,-0.6,0.5,-1.0,1.3,-0.3,1.1
CSN inh,-1,-1,0,0,3,-3,-4,0
Neddylation inh,i,i,i,i,i,i,i,i
MLLE-PAM2 inh,-5,0,10,-70,-1,0,8,0
Rin1-Abl PPI inh,1,2,1,-4,0,-2,3,4

A draw from above in order of formula weight, descending.
#28 COc1cccc(NC(=O)CN(C)C(=O)c2ccc3c(c2)S(=O)(=O)N=C2CCCCCN23)c1
#32 COc1ccc(CN2CCN(C(=O)c3cccc4ccccc34)CC2)c(OC)c1OC
#25 O=C(Nc1ccc(F)cc1F)Nc1csc2ccccc12
#29 CCOC(=O)c1cc(Cl)c2c(ccc3ccccc32)n1
assay / entry,28,32,25,29
bovine MsrA act,-1,2,-2,-2
FAS-TE inh,-2,2,24,-5
TbMetRS inhib,-0.1,-1.1,0.2,-0.1
eLon inh,1,-7,-4,6
MsrA inhibitor,0.5,1.1,0.0,-1.0
CSN inh,0,0,-1,3
Neddylation inh,i,i,i,i
MLLE-PAM2 inh,-70,0,-5,-1
Rin1-Abl PPI inh,-4,4,1,0

Next section:
#33 O=C(NCC1(N2CCCCC2)CCCCC1)c1ccc(S(=O)(=O)N2CCCC2)cc1
#34 CCCCOC(=O)Nc1ccc(N2CCCCC2)cc1
#35 COCCNc1nc(-c2ccc(Cl)cc2C)c2sccc2n1
#36 O=C(NCc1cccs1)NC1CCCCC1
#37 Cc1cc(C(=O)Nc2ccccc2C(=O)O)ccc1NC(=O)COc1cccc([N+](=O)[O-])c1
#38 COc1ccc(-c2csc(CCn3nc(C)cc3C)n2)cc1
#39 c1cncc(-c2nn[nH]n2)c1
#40 O=C(O)CP(=O)(O)O
assay / entry,33,34,35,36,37,38,39,40
bovine MsrA act,-6,2,-10,-12,-3,-4,-2,0
FAS-TE inh,-4,-2,10,-6,5,-4,-9,2
TbMetRS inhib,-0.9,-0.5,-0.5,-1.8,-0.1,0.2,0.1,-0.1
eLon inh,-3,-8,-8,-7,-6,-7,-4,-3
MsrA inhibitor,0.1,0.2,-0.3,0.6,1.2,1.6,-0.2,2.7
CSN inh,2,-1,-1,3,3,1,1,0
Neddylation inh,i,i,·,i,i,i,i,i
MLLE-PAM2 inh,-43,-18,-11,0,-9,11,-15,-7
Rin1-Abl PPI inh,-1,-7,-1,-1,1,-6,-1,0

#41 O=C(Nc1ncc(S(=O)(=O)c2ccc([N+](=O)[O-])cc2)s1)c1cccnc1
#42 COc1ccc(-n2c(Cc3cccn3C)nnc2SCC(=O)N2CCOCC2)cc1
#43 CCN(CC)c1nc(C(N)=O)cc(-c2ccccc2)n1
#44 Cc1cc(C(=O)N(C)CC(=O)Nc2cccc(F)c2)no1
#45 COc1ccc(NC2=CC(=O)CC(c3ccc(C)cc3)C2)c(OC)c1 (stereo not drawn)
#46 COc1ccc(C(=O)OCC(=O)NC23CC4CC(CC(C4)C2)C3)c(O)c1
#47 O=C(N/N=C/c1c[nH]c2ccccc12)c1cccs1
#48 COc1cc(OC)cc(C(=O)Nc2ccc(C(=O)NCC3CCCO3)cc2)c1 (stereo not drawn)
#49 Cc1ccc([C@H]2C[C@@H](n3cc(-c4ccc(F)cc4)nn3)[C@H](O)CN2Cc2cccs2)cc1
#50 Cc1ccc(C(=O)Oc2ccc(Cl)c3cccnc23)cc1[N+](=O)[O-]
assay / entry,41,42,43,44,45,46,47,48,49,50
bovine MsrA act,-4,-4,-1,-5,-12,-3,-5,-3,-3,-8
FAS-TE inh,39,-7,10,-6,-9,23,14,-3,3,27
TbMetRS inhib,-0.3,0.3,-0.6,-0.4,-3.0,-0.4,0.4,-1.1,-0.3,-0.1
eLon inh,5,-2,-10,2,4,-5,-6,-4,0,-4
MsrA inhibitor,2.9,-0.1,-0.2,1.3,1.5,-0.5,2.9,2.1,-0.1,0.7
CSN inh,3,3,0,-3,4,-9,-1,0,2,1
Neddylation inh,i,i,i,i,i,i,i,i,i,i
MLLE-PAM2 inh,3,-2,14,-3,-9,10,-1,4,-4,5
Rin1-Abl PPI inh,0,0,1,2,-2,-2,-2,0,0,4

Bioassay records: PubChem BioAssay, several laboratories
